TcdB GH inh: TcdB glycohydrolase inhibition; inhibition, % at 9.99 µM; TcdB glycohydrolase enzymatic assay, plate reader; actives 0.24% (n = 350,000); in the data active = inhibition above about 10%
Numbers without * were called inactive; & = joins results of further samples. Some of the compounds tested; rates above refer to the full screens.

[1] CO[C@@H](CN(C)C(=O)c1ccc2c(c1)OCO2)[C@@H](C)CN([C@H](C)CO)S(=O)(=O)c1ccc(Cl)cc1
- TcdB GH inh: 1.6
[2] COc1ccc(NC(=O)Nc2ccc3c(c2)C(=O)N([C@@H](C)CO)C[C@H](C)[C@H](CN(C)S(=O)(=O)c2ccc(F)cc2)OCCCC[C@@H](C)O3)cc1
- TcdB GH inh: -3.8
[3] COCC(=O)N1[C@H](CO)[C@H](c2ccccc2)C12CN(C(=O)c1cccc(F)c1)C2
- TcdB GH inh: -8.3
[4] N#C[C@H]1[C@H](c2ccccc2)[C@@H](CO)N1S(=O)(=O)Cc1ccccc1
- TcdB GH inh: -0.8
[5] CN(C)CC(=O)Nc1ccc2c(c1)[C@H]1C[C@H](CC(=O)NCc3ccc4c(c3)OCO4)O[C@@H](CO)[C@H]1O2
- TcdB GH inh: -0.7
[6] CC(=O)N(C)C[C@H]1Oc2ncc(-c3cncnc3)cc2C(=O)N([C@@H](C)CO)C[C@H]1C
- TcdB GH inh: 0.8
[7] Cc1noc(C)c1NC(=O)N(C)C[C@H]1OCc2ccccc2-c2ccccc2C(=O)N([C@H](C)CO)C[C@@H]1C
- TcdB GH inh: 0.3
[8] C[C@H]1CN([C@@H](C)CO)C(=O)Cc2cc(NC(=O)Nc3ccccc3)ccc2O[C@H]1CN(C)CC1CCCCC1
- TcdB GH inh: 0.8
[9] C[C@H](CO)N1C[C@H](C)[C@H](CN(C)S(C)(=O)=O)Oc2c(NS(=O)(=O)c3ccc(Cl)cc3)cccc2C1=O
- TcdB GH inh: -0.3
[10] C[C@@H]1CCCCO[C@H](CN(C)C(=O)c2ccccc2)[C@@H](C)CN([C@@H](C)CO)C(=O)c2cc(NC(=O)NC3CCCCC3)ccc2O1
- TcdB GH inh: -0.9

[11] COc1cccc(S(=O)(=O)N[C@@H]2CC[C@H](CCN)O[C@@H]2CO)c1
- TcdB GH inh: 0.5
[12] Cc1ccc(-c2cnc3c(c2)C(=O)N([C@@H](C)CO)C[C@@H](C)[C@H](CN(C)C(=O)Cc2ccccc2)O3)cc1
- TcdB GH inh: 1.1
[13] O=C(C[C@H]1C=C[C@H](NS(=O)(=O)c2ccccc2)[C@@H](CO)O1)NCc1ccncn1
- TcdB GH inh: -0.9
[14] CC(=O)N1CC[C@H]2[C@H](CO)Nc3ccc(-c4ccccc4)cc3[C@H]21
- TcdB GH inh: 6.6
[15] CC(C)CC#Cc1ccc([C@H]2[C@H](CO)N3C(=O)CN(C(=O)c4ccccn4)C[C@@H]23)cc1
- TcdB GH inh: -0.3
[16] COc1ccc(CNC(=O)c2cc3c(c(-c4cccc(-c5cccc(C#N)c5)c4)n2)[C@@H](CCO)N([S@](=O)C(C)(C)C)C3)cc1
- TcdB GH inh: 0.8
[17] CNC[C@H]1Oc2c(NS(=O)(=O)c3ccccc3)cccc2C(=O)N([C@H](C)CO)C[C@H]1C
- TcdB GH inh: -0.4
[18] O=C(Nc1ccc(F)cc1)N1CCCCN2[C@@H](CO)[C@H](c3ccc(-c4ccncc4)cc3)[C@@H]2C1
- TcdB GH inh: 0.9
[19] O=C(N[C@H]1CC[C@@H](CCNC(=O)C2CC2)O[C@H]1CO)c1ccccn1
- TcdB GH inh: -1.3
[20] O=S(=O)(Cc1ccccc1)N1CCCCN2[C@H](CO)[C@H](c3ccc(-c4cccnc4)cc3)[C@@H]2C1
- TcdB GH inh: 0.7

[21] CC(C)NC(=O)Nc1ccc2c(c1)CC(=O)N([C@H](C)CO)C[C@H](C)[C@@H](CN(C)Cc1ccccc1)O2
- TcdB GH inh: 0.7
[22] O=C(C[C@@H]1C[C@H]2c3cc(NC(=O)Nc4ccccc4)ccc3O[C@H]2[C@H](CO)O1)NC1CCCC1
- TcdB GH inh: 0.6
[23] C[C@H]1CN([C@@H](C)CO)C(=O)c2cccc(NS(=O)(=O)c3cccs3)c2O[C@H]1CN(C)Cc1ccncc1
- TcdB GH inh: 0.3
[24] COc1ccccc1-c1cn(CC[C@H]2CC[C@H](NC(=O)C3CCCC3)[C@@H](CO)O2)nn1
- TcdB GH inh: 2.1
[25] COc1ccccc1C#Cc1ccc([C@@H]2[C@@H](C#N)N(C(=O)C3CCCCC3)[C@H]2CO)cc1
- TcdB GH inh: 0.6
[26] C/C=C/c1ccc([C@H]2[C@@H](CN(C)S(C)(=O)=O)N(C(C)=O)[C@H]2CO)cc1
- TcdB GH inh: -1.1
[27] CC(C)NC(=O)N(C)C[C@H]1Oc2ccc(NC(=O)Nc3ccccc3)cc2CC(=O)N([C@@H](C)CO)C[C@@H]1C
- TcdB GH inh: -0.1
[28] O=C(C[C@@H]1C[C@@H]2c3cc(NC(=O)C4CCC4)ccc3O[C@@H]2[C@H](CO)O1)NCc1ccc(-c2ccccc2)cc1
- TcdB GH inh: -1.1
[29] O=C(NCC[C@@H]1CC[C@@H](NS(=O)(=O)Cc2ccccc2)[C@H](CO)O1)C1CCCC1
- TcdB GH inh: -0.2
[30] CC(C)NC(=O)N1Cc2cc(C(=O)NC3CCC3)nc(-c3cccc(-c4cccnc4)c3)c2[C@H]1CCO
- TcdB GH inh: 0.7

[31] O=C(C[C@H]1CC[C@@H](NC(=O)c2cccc(F)c2)[C@@H](CO)O1)Nc1nccs1
- TcdB GH inh: -0.3
[32] C[C@H](CO)N1C[C@H](C)[C@@H](CN(C)C(=O)Nc2ccc(C(F)(F)F)cc2)Oc2ccc(NS(C)(=O)=O)cc2C1=O
- TcdB GH inh: 0.0
[33] Cc1ccc(-c2ccc([C@@H]3[C@@H](CO)N4CCCCN(Cc5cncnc5)C[C@@H]34)cc2)cc1
- TcdB GH inh: 1.3
[34] O=C(Nc1ccccc1F)N1C[C@H]2[C@@H](c3ccccc31)[C@@H](CO)N2C(=O)C1CCOCC1
- TcdB GH inh: -11
[35] Cc1ccc(S(=O)(=O)N2CC[C@@H]3[C@@H](CO)Nc4ccc(C#Cc5ccc(F)cc5)cc4[C@@H]32)cc1
- TcdB GH inh: 0.6
[36] C[C@H](CO)N1C[C@H](C)[C@@H](CN(C)Cc2ccncc2)Oc2ccc(NC(=O)Nc3ccccc3)cc2C1=O
- TcdB GH inh: 0.6
[37] C[C@@H]1CN([C@@H](C)CO)C(=O)c2cc(NC(=O)C3CC3)ccc2O[C@H]1CN(C)Cc1ccccc1
- TcdB GH inh: 0.3
[38] C[C@H]1CN([C@@H](C)CO)C(=O)c2cccc(NC(=O)Nc3ccc(C(F)(F)F)cc3)c2O[C@H]1CN(C)Cc1ccc(C(F)(F)F)cc1
- TcdB GH inh: -1.0
[39] C[C@@H]1CN([C@H](C)CO)C(=O)c2cc(NC(=O)CCN3CCOCC3)ccc2O[C@H]1CN(C)S(=O)(=O)c1ccc(F)cc1
- TcdB GH inh: 0.8
[40] COc1ccc2c3c(n(C)c2c1)[C@H](CO)N(C(=O)CN(C)C)CC31CCN(C(=O)C2CCC2)CC1
- TcdB GH inh: -9.5

[41] COc1cccc(-c2ccc([C@@H]3[C@H](CO)N(C(C)=O)C34CN(C(C)=O)C4)cc2)c1
- TcdB GH inh: 0.3
[42] CC(C)NC(=O)N1C[C@@H]2[C@H](c3ccccc31)[C@H](CO)N2C(=O)c1ccccn1
- TcdB GH inh: 0.5
[43] C/C=C/c1ccc(C2[C@H]3CNC[C@@H]2N3C(=O)Nc2cc(F)ccc2F)cc1 (stereo not given in full)
- TcdB GH inh: -0.1&0.5
[44] COCCOC(=O)N1C(=O)[C@@]2(c3ccccc31)[C@H](C(=O)N1CCc3cc(OC)c(OC)cc3C1)[C@H]1C(=O)O[C@H](c3ccccc3)[C@H](c3ccccc3)N1[C@@H]2c1ccc(O)cc1
- TcdB GH inh: -1.5
[45] CCCNC(=O)N1[C@H](CO)[C@@H]2c3ccccc3N(C)C[C@@H]21
- TcdB GH inh: -1.7
[46] C[C@@H]1CN([C@H](C)CO)C(=O)c2cc(NC(=O)Cc3ccccc3)ccc2O[C@H]1CN(C)C(=O)Nc1ccccc1
- TcdB GH inh: -0.6
[47] C[C@H](CO)N1C[C@H](C)[C@H](CN(C)S(=O)(=O)c2ccc(F)cc2)Oc2ccc(NC(=O)Nc3ccc(C(F)(F)F)cc3)cc2CC1=O
- TcdB GH inh: 0.3
[48] CC(C)NC(=O)N(C)C[C@H]1OCCCC[C@H](C)Oc2ccc(NC(=O)CCC(F)(F)F)cc2C(=O)N([C@@H](C)CO)C[C@H]1C
- TcdB GH inh: 1.3
[49] CCCN(C)C[C@H]1Oc2ncc(-c3ccccc3F)cc2C(=O)N([C@H](C)CO)C[C@@H]1C
- TcdB GH inh: -1.6
[50] COc1cccc(NC(=O)N(C)C[C@@H]2Oc3ncc(C#Cc4ccc(F)cc4)cc3C(=O)N([C@H](C)CO)C[C@H]2C)c1
- TcdB GH inh: -0.6

Additional structures:
| # | SMILES | TcdB GH inh |
| --- | --- | --- |
| 51 | CCCN(C)C[C@H]1Oc2ncc(Br)cc2C(=O)N([C@H](C)CO)C[C@@H]1C | -0.7 |
| 52 | COc1cccc(NC(=O)N(C)C[C@@H]2Oc3ncc(C#Cc4ccc(F)cc4)cc3C(=O)N([C@@H](C)CO)C[C@H]2C)c1 | 0.3 |
| 53 | CN(C)CC#Cc1ccc([C@H]2[C@H](CO)N3CCCCN(S(=O)(=O)c4ccccc4)C[C@@H]23)cc1 | -1.4 |
| 54 | O=C(CN1CCOCC1)N1CCCCN2[C@@H](CO)[C@H](c3ccc(-c4ccccc4)cc3)[C@@H]2C1 | -1.3 |
| 55 | CNC[C@@H]1Oc2ccc(NC(=O)NC(C)C)cc2CC(=O)N([C@H](C)CO)C[C@@H]1C | 0.5 |
| 56 | CC(C)NC(=O)N1[C@H](CO)[C@H](c2ccccc2)[C@@H]1CNCc1ccccc1 | -1.5 |
| 57 | Cc1ccccc1-c1cnc2c(c1)C(=O)N([C@H](C)CO)C[C@H](C)[C@H](CN(C)C(=O)c1cccnc1)O2 | 1.8 |
| 58 | O=C(N[C@@H]1C=C[C@H](CC(=O)N2CCCCC2)O[C@H]1CO)c1ccc2c(c1)OCO2 | -0.1 |
| 59 | O=C(C[C@@H]1CC[C@@H]2[C@H](COC[C@H](O)CN2C(=O)c2ccncc2)O1)NC1CCC1 | 0.3 |
| 60 | COc1ccc(C#Cc2ccc3c(c2)[C@]2(C(=O)N3)[C@H](c3ccccc3OCCO)N3[C@H](c4ccccc4)[C@H](c4ccccc4)OC(=O)[C@H]3[C@@H]2C(=O)NC[C@H](O)c2ccccc2)cc1 | -0.4 |
| 61 | O=C(C[C@@H]1CC[C@H](NC(=O)c2ccc3c(c2)OCO3)[C@@H](CO)O1)NCc1ccc(Oc2ccccc2)cc1 | -0.5 |
| 62 | C[C@@H]1CCCCO[C@@H](CN(C)C(=O)CCC(F)(F)F)[C@H](C)CN([C@@H](C)CO)C(=O)c2cc(NC(=O)Nc3ccccc3)ccc2O1 | 1.0 |
| 63 | CN(C)CC(=O)N1[C@H](C(=O)NC2CCC2)[C@@H](CO)[C@@H]2Cn3c(ccc(-c4ccccc4)c3=O)[C@@H]21 | -0.6 |
| 64 | COCC(=O)N(C)C[C@@H]1Oc2ncc(C#C[C@H](C)O)cc2C(=O)N([C@@H](C)CO)C[C@@H]1C | 1.6 |
| 65 | COCC#Cc1cnc2c(c1)C(=O)N([C@H](C)CO)C[C@H](C)[C@H](CN(C)C(=O)Nc1cc(F)ccc1F)O2 | 0.3 |
| 66 | C[C@H]1CN([C@@H](C)CO)C(=O)c2cc(NC(=O)Nc3ccc(C(F)(F)F)cc3)ccc2O[C@H]1CN(C)S(=O)(=O)c1ccc(F)cc1 | -1.3 |
| 67 | CCCNC(=O)Nc1ccc2c(c1)OC[C@@H](C)N(C(=O)C1CCC1)C[C@@H](C)[C@@H](OC)CN(C)C2=O | -4.8 |
| 68 | Cc1ccc(S(=O)(=O)Nc2ccc3c(c2)C(=O)N([C@@H](C)CO)C[C@H](C)[C@H](CN(C)Cc2ccncc2)OCCCC[C@H](C)O3)cc1 | -0.3 |
| 69 | COc1cccc(S(=O)(=O)N[C@H]2CC[C@H](CCn3cc(-c4ccc(F)cc4)nn3)O[C@H]2CO)c1 | -1.4 |
| 70 | COc1ccc(CNC(=O)C[C@H]2CC[C@@H]3[C@H](COc4ccc(NC(=O)C5CC5)cc4C(=O)N3C)O2)cc1 | 0.8 |
| 71 | C[C@H](CO)N1C[C@H](C)[C@@H](CN(C)Cc2ccc3c(c2)OCO3)Oc2ccc(NC(=O)CCCN(C)C)cc2C1=O | 0.6 |
| 72 | CO[C@H]1CC[C@H]2CCN(C)C(=O)[C@H](C)[C@@H](OC)CN(C)C(=O)c3cc(C#N)ccc3OC[C@H]1O2 | -1.2 |
| 73 | COc1ccc(CN(C)C[C@H]2OCCCC[C@@H](C)Oc3ccc(NC(=O)CCC(F)(F)F)cc3C(=O)N([C@H](C)CO)C[C@H]2C)cc1 | -0.8 |
| 74 | Cc1noc(C)c1S(=O)(=O)Nc1ccc2c(c1)C(=O)N([C@@H](C)CO)C[C@@H](C)[C@@H](CN(C)Cc1ccc(Cl)c(Cl)c1)O2 | -1.5 |
| 75 | COc1ccc(S(=O)(=O)N[C@H]2CC[C@H](CC(=O)NCCc3ccncc3)O[C@H]2CO)cc1 | -1.0 |
| 76 | C[C@@H]1CN([C@@H](C)CO)C(=O)c2cccc(NC(=O)c3ccncc3)c2O[C@@H]1CN(C)S(C)(=O)=O | -0.5 |
| 77 | C[C@@H]1CCCCO[C@@H](CN(C)S(=O)(=O)c2cn(C)cn2)[C@H](C)CN([C@@H](C)CO)C(=O)c2cc(NC(=O)CCC(F)(F)F)ccc2O1 | 0.5 |
| 78 | CO[C@@H]1CN(C)C(=O)c2ccc(NS(=O)(=O)c3cccc(F)c3)cc2OC[C@H](C)NC[C@H]1C | -1.4 |
| 79 | C[C@@H]1CN([C@@H](C)CO)C(=O)c2cc(NC(=O)CCCN(C)C)ccc2O[C@H]1CN(C)S(C)(=O)=O | 0.6 |
| 80 | C[C@@H]1CCCCO[C@@H](CN(C)Cc2ccc(Cl)c(Cl)c2)[C@H](C)CN([C@H](C)CO)C(=O)c2cc(N(C)C)ccc2O1 | -18 |
| 81 | CO[C@H]1CN(C)C(=O)c2ccc(NS(C)(=O)=O)cc2OC[C@@H](C)N(Cc2cccnc2)C[C@H]1C | 0.3 |
| 82 | CCNC(=O)C[C@@H]1CC[C@H](NC(=O)C2CC2)[C@@H](CO)O1 | 1.4 |
